APE1 inh: blocks human APE1 abasic DNA cleavage; AID 2517; P27695; recombinant APE1, TAMRA/BHQ-2 abasic DNA cleavage fluorescence; 350,000 tested, 0.35% active; Potency, µM (top dose mostly 65.8 µM), for inactives: at the highest dose activity change, negative = inhibition, actives largely listed as inhibitors;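 also: potency is read from the fitted curve at half-maximal effect; plate controls were vehicle for no effect and reference inhibitor for full effect; nearly all actives have a fitted effect of over 55% in size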
Target sequence (P27695 whole entry, looked up): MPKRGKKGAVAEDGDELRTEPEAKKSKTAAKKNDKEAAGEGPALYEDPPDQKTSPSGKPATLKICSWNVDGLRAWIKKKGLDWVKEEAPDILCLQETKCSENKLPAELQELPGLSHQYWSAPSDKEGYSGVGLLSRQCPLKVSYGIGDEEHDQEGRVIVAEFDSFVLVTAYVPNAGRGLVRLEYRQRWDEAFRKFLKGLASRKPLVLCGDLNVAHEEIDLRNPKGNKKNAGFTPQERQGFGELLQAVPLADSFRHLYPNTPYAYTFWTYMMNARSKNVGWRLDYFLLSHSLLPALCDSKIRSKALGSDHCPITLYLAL
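0.75 nM APE1 + cpd, 15 min RT; start w/ 50 nM TAMRA/BHQ-2 THF-abasic dsDNA; kinetic fluor 525/598 nm ×3 reads @60 s; Δ(read3−read1); normalized to DMSO and NSC13755 control wells.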
LDHA block: inhibitors of human lactate dehydrogenase A | P00338 | purified LDHA, NADH/diaphorase-resazurin fluorescence; stronger effect = lower value | activity change, % (values are at about 110 or 230 µM) | 480,000 tested, 0.15% active; in the data active = activity change below about -30%; inconclusive = mostly about -25% to -30%;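 also: plate controls were DMSO wells for no effect and wells without enzyme for full effect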
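Enzyme activity of human lactate dehydrogenase 5 (2 nM; 0.06 mM NADH, 0.2 mM pyruvate, 5 min, RT) is measured via a resazurin/diaphorase fluorescence readout of residual NADH.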
RGS4 inhibitor: blocks human RGS4-accelerated GTP hydrolysis | P49798 | Transcreener GDP fluorescence polarization, RGS4-accelerated GTP hydrolysis | Potency, µM (series often up to 114 µM), inactives show at the top dose activity change, negative = inhibition, hits mostly inhibitors | 390,000 tested, 0.039% active; also: potency is read from the fitted curve at half-maximal effect; % is scaled to controls: 0 for no effect and ±100 for the full control effect; nearly all actives have a fitted effect of over 75% in size; some results filed as inactive show a strong effect at the top dose
Target sequence (P49798 whole entry, looked up): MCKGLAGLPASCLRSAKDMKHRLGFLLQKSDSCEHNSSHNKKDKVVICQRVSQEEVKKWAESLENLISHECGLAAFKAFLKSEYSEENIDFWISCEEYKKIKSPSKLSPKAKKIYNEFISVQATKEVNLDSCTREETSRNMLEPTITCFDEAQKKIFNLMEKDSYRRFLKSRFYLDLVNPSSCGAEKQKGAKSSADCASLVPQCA
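MLSMR compounds (23 nl, pin-transferred) preincubated 10 min at room temperature with a 500nM (2x) first reagent, then RGS4 at 900nM (2x) plus Transcreener GDP mix added; fluorescence polarization (620/688 nm) read before and after 90 min at 30 °C.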
ERG-DNA inh: inhibitors of human ERG Ets domain-DNA interaction; fluorescence polarization, His-ERG Ets domain / labelled DNA; Potency, µM (top dose mostly 76.9 µM), without a hit: at the highest dose FP activity, negative = inhibition, most hits filed as inhibitors; AID 624246; 370,000 tested, 0.028% active; P11308; active = well fitted inhibition curve with a large enough effect in the polarisation, with a control signal flat; inconclusive = small, poorly fitted or top-dose-only effect, or effect the other way, or a change in a side signal; inactive = no such curve, though single readings can be large or run the other way; the % refers to the polarisation;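 also: polarization taken with two DNA probes labelled with fluorescein and Texas red; potency is read from the fitted curve at half-maximal effect; % of control where 0% means no effect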
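His-tagged ERG Ets domain (1 uM in the protein solution; 300mM KCl, 50mM Tris-HCl, 1mM EDTA, 1mM DTT, pH 7.5) received compound, then a probe mix of 5 nM fluorescein-DNA and 100nM Texas-615-DNA. Fluorescence polarization was read for both dyes.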
Pol eta inh: inhibitors of human DNA polymerase eta; recombinant Pol eta, fluorescent DNA replication assay; 390,000 tested, 1.2% active; Q9Y253; Potency, µM (series often up to 114 µM), inactives show at the top dose activity change, negative = inhibition, hits mostly inhibitors; also: potency is read from the fitted curve at half-maximal effect; % is scaled to controls: 0 for no effect and ±100 for the full control effect
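Fluorescent replication assay: 50 nM final substrate added after a 15 min room-temperature compound preincubation with 10 nM enzyme. Signal taken at 0 min and again at 10 min.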
Pol kappa inh: blocks human DNA polymerase kappa activity | Q9UBT6 | purified Pol kappa, fluorescent DNA synthesis assay, 10 min | Potency, µM (series often up to 107 µM), inactives show at the top dose activity, negative = inhibition, hits mostly inhibitors | 400,000 tested, 0.53% active; also: potency is read from the fitted curve at half-maximal effect; % is scaled to controls: 0 for no effect and ±100 for the full control effect
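Fluorescent qHTS in 1536-well format: enzyme (10 nM) and compound sat 15 min at room temperature before 50 nM substrate (final) was added. Signal taken at 0 and 10 min; no-enzyme buffer wells were negative controls.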
POLB inh: inhibitors of human DNA polymerase beta; P06746; Potency, µM (series often up to 114 µM), inactives show top-dose activity change, negative = inhibition, usual class: inhibitors; 340,000 tested, 1.3% active; Pol beta primer extension/strand displacement, fluorescence kinetic; also: potency is read from the fitted curve at half-maximal effect; % is scaled to controls: 0 for no effect and ±100 for the full control effect
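Kinetic readout of DNA synthesis with strand displacement by Pol beta. Compound and 10 nM enzyme sit 15 min at room temperature; 50 nM substrate starts the reaction, read immediately and at 10 min.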
ALOX12 inh: inhibitors of human 12S-lipoxygenase ALOX12; P18054; purified 12hLO, xylenol orange hydroperoxide absorbance; Potency, µM (series often up to 108 µM), inactives show top-dose activity change, negative = inhibition, hits mostly inhibitors; 580,000 tested, 1.1% active; AID 1671190; also: potency is read from the fitted curve at half-maximal effect; % is scaled to controls: 0 for no effect and ±100 for the full control effect
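Purified human 12hLO (150 nM final) in 25 mM Hepes, 0.01% Triton X-100, pH 7.0 was preincubated 15 min at room temperature with compound. Then 40 uM arachidonic acid was added, 30 min. Hydroperoxide was read by Fe-XO absorbance ratio 573/405 nm.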
Apoferritin bind: binds horse apoferritin like a general anesthetic. P02791. apoferritin/1-aminoanthracene competitive binding, fluorescence. Potency, µM (highest dose often 77.5 µM), inactives show top-dose activity change, negative = displacement, usual class: inhibitors. 350,000 tested, 0.074% active. AID 485281; also: potency is read from the fitted curve at half-maximal effect; % is scaled to controls: 0 for no effect and ±100 for the full control effect; nearly all actives have a fitted effect of over 20% in size
Target sequence (P02791 2-175 limits assumed): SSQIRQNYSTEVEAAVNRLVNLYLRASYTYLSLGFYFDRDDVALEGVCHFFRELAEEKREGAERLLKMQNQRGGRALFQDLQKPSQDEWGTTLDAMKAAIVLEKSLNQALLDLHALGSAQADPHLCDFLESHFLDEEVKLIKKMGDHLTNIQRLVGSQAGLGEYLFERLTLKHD
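In PBS, apoferritin at 10 uM is loaded with 1-AMA from a 50% saturated solution. After 10 min of compound exposure at ambient temperature, reduced 535 nm fluorescence indicates probe displacement.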
* hit, by the source's call; ? = inconclusive; / = no result given; [ ] = remark or other dose. Unless noted, calls follow the shape of the dose curve; as a rule, active = well fitted curve in the direction sought with a large enough effect; inconclusive = small, poorly fitted or top-dose-only effect, or another doubt; inactive = no such curve, though single readings can be large; an effect the other way counts as inactive or inconclusive.

SMILES | APE1 inh | LDHA block | RGS4 inhibitor | ERG-DNA inh | Pol eta inh | Pol kappa inh | POLB inh | ALOX12 inh | Apoferritin bind
CC(C)(C)NC(=O)CN(Cc1ccc2c(c1)OCO2)C(=O)CNS(=O)(=O)c1ccc(F)cc1 | -1% | -4 | -43% | 2% | -13% | 0% | 34% | 4% | 31%[activator]
Cc1ccc(C(CC(=O)N2CCCC2)c2ccccc2)c(O)c1C (centres undefined) | -5% | -4 | 1% | -3% | -18% | -7% | -23% | 0% | ?
CCCCN(CC)C(=O)C1CCCN(c2ncnc3c2nc2n3CCCCC2)C1 (centres undefined) | / | 0 | 23% | 0% | 0% | -5% | 9% | -10% | 0%
Cc1ccc2oc(C(=O)Nc3ccc(S(=O)(=O)N4CCCCCC4)cc3)cc(=O)c2c1 | / | 0 | 21% | 7% | -5% | 8% | 13% | -13% | -2%
O=C(c1ccc(OC2CCN(Cc3cccc(OCCO)c3)CC2)cc1)N1CCCC1 | -10% | -3 | -17% | 4% | -17% | 6% | 41% | -4% | ?
COc1ccccc1OCC(=O)NCCc1nc2ccccc2[nH]1 | -4% | 0 | -2% | 4% | -14% | 0% | 37% | 0% | -8%
Cc1cccc2cc(CN(Cc3ccc(F)cc3)C(=O)N3CCOCC3)c(=O)[nH]c12 | 3% | -6 | 4% | / | -6% | 1% | -17% | -3% | 4%
COc1ccc(-c2oc(=O)c3cc(OC)c(OC)cc3c2/C=C/c2ccc([N+](=O)[O-])cc2)cc1 | 9% | 0 | -17% | 3% | 0% | -8% | / | -21% | /
COc1ccc2cc3cc(C(=O)N4CCN(C5CCCCC5)CC4)oc3nc2c1 | 50%[activator] | -1 | -15% | -3% | -4% | 10% | 11% | / | -14%
Cc1ccc(NC(=O)/C=C\C(=O)N(c2ccc(C(C)C)cc2)C(C(=O)NCc2ccco2)c2ccc(F)cc2)cc1 (centres undefined) | / | 1 | 7% | 3% | ? | -14%[60.1 µM] | 5% | ? | -12%
COC(=O)c1sccc1NC(=O)Nc1ccc(C)cc1 | 0% | -4 | 13% | 2% | -11% | -7% | -2% | -61% | -6%
O=C(N/N=C/c1cc([N+](=O)[O-])ccc1O)Nc1ccccc1 | -2% | 8 | -30% | -26% | -19% | 0% | -7% | -19% | -17%
Cc1nnc(NC(=O)c2ccccc2F)s1 | -2% | -12 | -2% | 2% | -4% | -9% | 6% | 7%[57.4 µM] | -5%
COc1ccc(-c2noc(N3CCN(c4ccc(C)cc4)C(C)C3)n2)cc1OC (centres undefined) | / | -6 | -1% | -3% | -18% | -18% | -2% | -20% | -12%
Cc1cccc(C)c1NC(=O)COC(=O)c1c(C)nn(-c2ccccc2)c1C | 16% | 0 | 6% | 5% | -19% | 8% | / | 200%[activator] | /
COc1cccc(Nc2cc(N3CCOCC3)c3nonc3c2[N+](=O)[O-])c1 | 17% | 4 | -4% | -6% | 0% | 0% | 29% | ? | -8%
O=C(CSc1nc2ccccc2c(=O)n1Cc1ccccc1)NCc1ccco1 | -1% | -1 | -37% | -5% | -5% | 0% | 7% | -9% | -1%
Cc1nc(SCC(=O)c2cccc([N+](=O)[O-])c2)n[nH]1 | 0% | 4 | ? | -1% | -21% | -13% | 1% | ? | 4%
COc1ccc(C(=O)NCCSc2ccc(C)cc2)cc1 | 3% | -2 | -19% | / | -20% | -18% | 7% | -15% | -3%
CCN(C(=O)C1CCCN(S(=O)(=O)c2c(C)noc2/C=C/N(C)C)C1)c1cccc(C)c1 (centres undefined) | / | -3 | 42% | -3% | -21% | -14% | 16% | 0% | 3%
O=C(NCC1CCCO1)c1ccc(CSCc2cccc(F)c2)o1 (centres undefined) | -7% | -1 | 21% | 9% | -7% | -13% | 3% | 15% | -12%
CCOC(=O)c1ccc(N2CCN(c3cc(Cl)ccc3C)CC2)c(NC(=O)Nc2ccc(OCC)cc2)c1 | / | -4 | 26% | -5% | -17% | 0%[60.1 µM] | 10% | -10% | -2%
Cc1cc(-c2ccc(Br)cc2)n[nH]1 | -5% | -5 | -1% | -8% | -8% | -4% | -29% | -19% | ?
COc1ccc(C)cc1NC(=O)c1cc(S(=O)(=O)NCCC2=CCCCC2)ccc1F | / | 2 | 5% | 3% | -15% | -7%[60.1 µM] | 8% | ? | 3%
COc1ccc(CCNc2c3ccccc3nc3ccccc23)cc1OC | ? | 0 | 5% | 1% | ? | ? | 6.3µM* | -4% | 38%[activator]
CCC(=O)Nc1ccc(NC(=O)CSc2nnc(C(C)C)n2C)cc1 | -5% | -1 | -29% | -2% | -11% | 10% | 25% | 28% | -7%
CC(C)(C)C(=O)Nc1nnc(CSCc2ccccc2F)s1 | 3% | 0 | 6% | 11% | -17% | -2% | 3% | 12% | -10%
Cc1cc(C)cc(SCc2noc(C(=O)NC(C)C)c2C(=O)O)c1 | -2% | -10 | 5% | -4% | -11% | 1% | 9% | 5% | -10%
CC(C)CNC(=S)NNC(=O)c1csc2c1CCC(C)C2 (centres undefined) | 5% | -3 | -27% | 1% | -7% | -18% | 3% | ? | 51%[activator]
CN1C(=O)C(O)(c2nnc(-c3ccccc3)o2)c2ccccc21 (centres undefined) | -6% | -16 | 1% | 2% | -4% | 0% | -2% | -5% | -1%

One compound at a time, from the list above. Screens in order: APE1 inh, LDHA block, RGS4 inhibitor, ERG-DNA inh, Pol eta inh, Pol kappa inh, POLB inh, ALOX12 inh, Apoferritin bind
Profile of CCOC(=O)c1ccc(N2CCN(c3cc(Cl)ccc3C)CC2)c(NC(=O)Nc2ccc(OCC)cc2)c1 → /, -4, 26%, -5%, -17%, 0%[60.1 µM], 10%, -10%, -2%
Profile of CN1C(=O)C(O)(c2nnc(-c3ccccc3)o2)c2ccccc21 (centres undefined) → -6%, -16, 1%, 2%, -4%, 0%, -2%, -5%, -1%
Profile of COc1ccc(CCNc2c3ccccc3nc3ccccc23)cc1OC → ?, 0, 5%, 1%, ?, ?, 6.3µM*, -4%, 38%[activator]
Profile of CC(C)(C)C(=O)Nc1nnc(CSCc2ccccc2F)s1 → 3%, 0, 6%, 11%, -17%, -2%, 3%, 12%, -10%
Profile of O=C(NCC1CCCO1)c1ccc(CSCc2cccc(F)c2)o1 (centres undefined) → -7%, -1, 21%, 9%, -7%, -13%, 3%, 15%, -12%

Other compounds:
SMILES | APE1 inh | LDHA block | RGS4 inhibitor | ERG-DNA inh | Pol eta inh | Pol kappa inh | POLB inh | ALOX12 inh | Apoferritin bind
COC(=O)[C@]1(S(=O)(=O)c2ccccc2)C[C@@H]2ON=C(c3ccc(OC)cc3)[C@@H]2C1 | -1% | 5 | -15% | 2% | -4% | 11% | 38% | 32% | -18%
CC(C)CC(NC(=O)c1ccco1)C(=O)Nc1ccc2c(c1)OCCO2 (centres undefined) | -6% | -2 | -17% | 3% | -21% | 6% | 2% | 438%[activator] | -10%
CC1CCc2nn(CC(=O)NC3CCCC(C)C3C)cc2C1 (centres undefined) | -4% | -3 | -43% | -8% | -8% | -7% | 35% | 384%[activator] | 6%
NC(=O)c1cc[n+](CC(=O)c2ccc(NC(=O)c3ccccc3)cc2)cc1 | 3% | -3 | ? | -5% | -6% | -3% | 21% | -5% | -5%
COc1cc(NC(=O)CCS(=O)(=O)c2nc(-c3ccc4c(c3)OCO4)cc(C(F)(F)F)n2)cc(OC)c1OC | / | -2 | -22% | 12% | -16% | -13% | -3% | -14% | -21%
CCOC(=O)Cc1nn(Cc2nc(-c3ccc(C)cc3)cs2)c(=O)c2ccccc12 | -7% | 1 | -12% | 0% | -6% | 3% | -2% | -1% | -1%
Cc1cc(NC(=O)CSc2ccc3nnc(-c4ccc(F)cc4)n3n2)no1 | -4% | -12 | -8% | -16% | -2% | 0% | 3% | -19% | -11%
Fc1cc(F)cc(NC(=S)NCCCN2CCOCC2)c1 | -2% | 1 | -2%[11.4 µM] | -11% | -11% | -2%[60.1 µM] | 6% | -18% | -17%
Cc1cc(NS(=O)(=O)c2ccc(NC(=O)Cc3ccccc3)cc2)nc(C)n1 | 30%[12.4 µM] | -1 | 3% | 44%[activator] | -15% | -7% | 1% | -15% | 3%
O=C1NC2c3c(I)sc(I)c3C(=O)C2O1 (centres undefined) | / | -5 | -14% | / | 4% | -25% | / | ? | /
COc1ccc(C(=O)NCc2ccc(Cl)cc2)cc1S(=O)(=O)N1CCCC1 | -1% | -5 | 10% | -11% | -4% | -10% | / | ? | /
CCc1c(C)sc2c1CCN(C(=O)Nc1ccc(F)c(Cl)c1)C2c1ccc(F)cc1 (centres undefined) | / | -1 | -11% | 9% | -20% | -1%[60.1 µM] | -8% | -14% | 24%

Only part of the results is shown; count on the stated rates, not on these rows.
